Screens (PubChem)
E coli growth = reduces bacterial viability in AddAB counter-screen | 0.27% of 330,000 active | E. coli V3065 growth, OD600 absorbance, 18 h | AID 449728 | inhibition, % at 11.9 µM;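 active = inhibition above the campaign's mean inhibition across all tested compounds plus 3 SD, cut at about 9.9% in these data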;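 also: uninfected addAB+ strain grown without phage in ampicillin broth; 0% = DMSO wells and 100% = ciprofloxacin 0.95 µg/ml wells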
PfHsp90 yeast 2 = inhibits growth of yeast expressing Plasmodium falciparum Hsp90; S. cerevisiae expressing PfHsp90, BacTiter-Glo ATP, 48 h; yeast lacking PDR1 and PDR3 efflux regulators; inhibition, % at 9.4 µM; 0.32% of 310,000 active;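 active = every replicate shows inhibition above about 80%, whatever the replicate mean, limit read from the data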;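 also: 0% = DMSO neutral controls and 100% = 20 µM radicicol positive controls; yeast relying on Plasmodium falciparum Hsp90 in place of its own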
HTR5A inv ctr = inverse agonist of human HTR5A in OPRM1-OPRD1 counter-screen; HTR5A cell line, luminescence, inverse agonism; inhibition, % at 9.3 µM; AID 504634; P47898; 0.083% of 340,000 active; in the data active = inhibition mostly above about 23%, no sharp cut-off; inactive = mostly below about 18%;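 also: 0% = cells with DMSO and 100% = no-cell wells with DMSO; some compounds called inactive have numbers as strong as hits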
PKA-R1A act = PKA-R1A complex activation; P00514+P68181; PKA-R1A dissociation, Cy5-IP20 fluorescence polarization; scaled: DMSO 0%, 113 µM cGMP 100%; activation, % at 11.4 µM; 0.083% of 340,000 active; AID 504707;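 active = percent activation above the mean of all tested compounds plus 3 SD, cut at about 19% in these data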;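 also: higher means more PKAc released from R1A so a rise in polarization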
MOR-DOR ag = agonists of human mu-delta opioid receptor heterodimerization; activation, % at 9.3 µM; P35372+P41143; 0.3% of 340,000 active; cells, OPRM1-OPRD1 heterodimerization, luminescence; in the data active = activation above about 18%;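 also: 0% = vehicle-treated cells and 100% = reference agonist; values of inactives mirror those of a sister screen read the other way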
Target sequence (P35372 whole entry, looked up): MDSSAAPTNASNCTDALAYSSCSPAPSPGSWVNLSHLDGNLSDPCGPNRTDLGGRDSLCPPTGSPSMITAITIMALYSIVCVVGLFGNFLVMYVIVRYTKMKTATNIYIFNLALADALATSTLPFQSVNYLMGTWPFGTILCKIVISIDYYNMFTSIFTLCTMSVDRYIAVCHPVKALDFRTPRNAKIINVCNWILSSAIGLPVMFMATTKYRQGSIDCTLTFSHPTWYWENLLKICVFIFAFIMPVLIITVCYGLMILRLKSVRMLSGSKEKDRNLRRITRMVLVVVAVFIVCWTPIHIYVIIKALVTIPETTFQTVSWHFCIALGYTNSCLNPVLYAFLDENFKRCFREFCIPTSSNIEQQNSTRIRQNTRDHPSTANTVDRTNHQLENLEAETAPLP
Target sequence (P41143 whole entry, looked up): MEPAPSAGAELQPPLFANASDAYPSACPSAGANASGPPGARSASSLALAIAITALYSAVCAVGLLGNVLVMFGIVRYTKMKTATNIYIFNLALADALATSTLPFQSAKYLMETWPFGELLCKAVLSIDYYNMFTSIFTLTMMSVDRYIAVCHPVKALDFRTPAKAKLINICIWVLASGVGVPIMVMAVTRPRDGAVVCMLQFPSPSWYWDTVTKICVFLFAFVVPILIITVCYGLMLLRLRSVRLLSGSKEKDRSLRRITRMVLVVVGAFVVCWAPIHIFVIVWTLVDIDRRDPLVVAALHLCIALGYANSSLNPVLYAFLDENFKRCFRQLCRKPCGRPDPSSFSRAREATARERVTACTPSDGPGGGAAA
SUMO Mot1 rescue = blocks SUMOylation pathway, rescuing yeast Mot1-301 growth; S. cerevisiae Mot1-301 growth rescue, ATP luminescence, 38.5C; percent above DMSO median, 100 means doubled; growth rescue, % at 18.8 µM; 1% of 320,000 active;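 active = every valid replicate shows activation above 250% relative to neutral control wells; inactive = the rest, any valid replicate at or below 250%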;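 also: OY570 slx delta 5 strain wells were the positive control but not used for scaling; some compounds called inactive have numbers as strong as hits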
HTR5A ag = counter-screen for OPRM1-OPRD1 agonists: human HTR5A agonism | HTR5A agonist assay, luminescence, cell-based | activation, % at 9.3 µM | 0.61% of 340,000 active; in the data active = activation mostly above about 9.5%, no sharp cut-off; inactive = mostly below about 7.6%;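 also: 0% = cells with vehicle only and 100% = reference agonist; strong numbers were not always called active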
MOR-DOR inv ag = inverse agonist of human OPRM1-OPRD1 heterodimerization. P35372+P41143. cell-based MOR-DOR heterodimer luminescence, inverse agonism. inhibition, % at 9.3 µM. 0.21% of 340,000 active. AID 504357; in the data active = inhibition above about 22%, passing the limit was not always enough;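 also: 0% = cells with DMSO and 100% = wells without cells with DMSO; values of inactives mirror those of a sister screen read the other way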
Pemphigus Ab inh = inhibitors of pemphigus antibody binding to human desmoglein-3; P32926; DSG3-coupled beads, scFv-anti-DSG3-GFP binding, flow cytometry; stronger effect = lower value; binding (percent of control), % at 10 µM; 0.48% of 310,000 active; AID 588358;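 active = binding more than 3 SD below its plate's average and above zero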;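 also: hits lower antibody fragment binding to DSG3; some compounds called inactive have numbers as strong as hits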
phage Ecoli inh = E. coli growth loss with phage present; growth absorbance; inhibition, % at 11.9 µM; 0.26% of 360,000 active; in the data active = inhibition above about 11%
AddAB inh = less growth of phage-infected E. coli with AddAB; E. coli expressing H. pylori AddAB, absorbance growth; inhibition, % at 11.9 µM; 0.29% of 330,000 active; AID 435030; in the data active = inhibition above about 12%;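 also: 0% = vehicle wells of infected cells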
The depositor's hits bear a star; i = inactive; nt = no result given.

SMILES	E coli growth	PfHsp90 yeast 2	HTR5A inv ctr	PKA-R1A act	MOR-DOR ag	SUMO Mot1 rescue	HTR5A ag	MOR-DOR inv ag	Pemphigus Ab inh	phage Ecoli inh	AddAB inh
COc1ccc(OC)c(NC(=O)CCCN2C(=O)C3C4C=CC(C4)C3C2=O)c1 (stereo unspecified)	-0.9	-16	-1	-3	-1.2	140	0	7	nt	1.6	-0.9
CS(=O)(=O)Nc1cccc(C2=NN(C(=O)CCC(=O)O)C(c3cccs3)C2)c1 (stereo unspecified)	-0.8	-8	2	-10	-2.5	1	-1	11	109	1.0	0.0
O=C(O)CC12CC3CC(C1)CC(n1ncc(NCC4CCCO4)c(Cl)c1=O)(C3)C2 (stereo unspecified)	1.6	14	-24	8	-1.6	-2	-2	9	89	0.5	1.9
CC(C)[C@H](NC(=O)Nc1ccc(Oc2ccccc2)cc1)C(=O)O	-0.8	0	-5	-9	-1.4	-9	-1	8	103	2.2	-0.9
CC(=O)N(C)c1ccc(N2CCOCC2)c2c1C(=O)c1ccccc1C2=O	1.7	-3	-1	-7	-1.4	456*	0	7	100	2.1	0.4
O=C(c1ccccc1)N1CCN(Cc2ccccc2C(F)(F)F)CC1	3.9	3	-6	4	-0.6	2	2	3	95	0.2	6.0
Cc1nonc1CN(C)C(=O)CC1C(=O)NCCN1Cc1ccccc1C(F)(F)F (stereo unspecified)	1.0	11	9	-8	-2.8	4	-3	14	102	1.8	2.7
CN(CCc1ccccn1)C(=O)CCC1CCCN(Cc2ccccc2OC(F)F)C1 (stereo unspecified)	0.5	-11	-14	1	-0.6	0	5	3	106	1.3	0.9
O=C(NCC1CCCO1)C1CC(=O)N(c2ccccc2)C1 (stereo unspecified)	-0.8	9	-28	-15	1.5	1	9	-12	109	1.7	2.3
Cc1ccc(S(=O)(=O)N2CCC(C(=O)Nc3cc(C(F)(F)F)ccc3N3CCOCC3)CC2)cc1C	1.2	nt	13	5	-2.1	-5	-5	11	103	0.4	0.9
Cc1ccc(OCC(=O)NNC(=O)[C@@H]2CCCC[C@@H]2C(=O)O)c(Br)c1	nt	24	7	-5	3.2	104	-3	-13	110	3.3	nt
COc1ccc2c(c1)oc1c(SCc3nc4ccccc4[nH]3)nc(C)nc12	0.5	17	-8	7	1.4	10	-5	-8	105	4.1	0.9
CCN1CCSc2ccc(C(=O)NCc3ccc(OC(C)C)cc3)cc21	-2.3	-15	0	-2	-0.8	-18	-2	4	107	2.5	0.6
CNCCOc1ccccc1C(C)(C)C	0.6	13	15	-5	-0.2	578	2	1	nt	1.9	5.7
CCc1ccc(NC(=O)CSCc2ccc(C(=O)O)cc2)cc1	1.4	-8	-17	-11	-2.0	-19	6	9	102	1.8	3.5
O=C(NC1CCCCC1)c1ccc2c(c1)OCO2	-0.9	22	0	6	-2.3	-8	4	15	nt	2.2	0.7
CCN1C(=O)[C@H]2[C@@H](c3ccc(Cl)cc3)N3C(=O)CN(CC4CC4)C(=O)[C@@]3(C)[C@H]2C1=O	-1.2	-5	18	-6	-2.0	-17	-7	11	110	1.5	0.1
O=C(Cc1cccc(NC(=O)C2CCCN(C(=O)CCc3ccccc3)C2)c1)Nc1ccc(C(=O)N2CCCCC2)cc1 (stereo unspecified)	nt	19	1	-4	-0.5	nt	0	3	100	0.8	nt
CC(=O)c1c(C)[nH]c(C(=O)Nc2cc(S(=O)(=O)N3CCCCC3)ccc2C)c1C	1.6	-8	1	-1	-2.0	-19	3	8	101	-0.3	1.2
CC(=O)Nc1ccc(NC(=O)C(C)OC(=O)CCC(=O)c2ccc(F)cc2)cc1 (stereo unspecified)	2.1	19	-17	-13	-2.0	359	6	9	98	2.4	2.0
CCCCn1c(N)c(N(CC)C(=O)c2ccc(C#N)cc2)c(=O)[nH]c1=O	1.6	0	4	3	-1.4	-15	0	7	109	0.3	0.5
CCc1cccc(NC(=O)c2ccc(Br)o2)c1	-0.1	1	-1	-3	-1.6	0	2	9	105	1.8	2.7
O=C(OCCOc1ccccc1F)c1cccc(S(=O)(=O)N2CCOCC2)c1	-1.4	-9	-39	0	-3.7	87	0	14	100	2.9	1.2
O=C1CCC([N+](=O)[O-])C(c2ccccc2C(F)(F)F)N1 (stereo unspecified)	-2.2	1	0	4	-1.2	-12	0	6	nt	-0.3	-1.1
CCCCOc1ccc(-c2csc(N)n2)cc1[N+](=O)[O-]	1.9	12	8	-12	2.0	121	0	-11	102	3.2	6.2
O=C(Nc1nc(-c2cccc(Br)c2)cs1)Oc1ccccc1	0.6	-21	-12	-4	2.6	-8	5	-16	98	3.4	1.6
COc1ccc(NC(=O)CN2C(=O)NC3(CCCC3)C2=O)cc1OC	-0.2	-10	10	-5	0.1	13	-4	-1	nt	0.1	2.2
COc1cccc(C2(O)C(=O)Nc3ccccc32)c1 (stereo unspecified)	0.3	11	-3	-3	-1.6	-4	1	7	102	-1.1	2.4
Cc1ccc(NC(=O)c2cc(NC(=O)c3ccco3)ccc2N2CCOCC2)cc1Cl	-2.2	-45	11	2	0.4	-6	1	-2	107	0.3	2.8
CC(C)c1c(C(=O)N/N=C/c2ccncc2)nnn1-c1nonc1N	0.7	5	-7	4	-2.9	-10	2	16	88	-0.6	0.4
NC(=O)c1ccc(=O)n(Cc2ccc(Cl)cc2Cl)c1	-1.5	4	7	-3	-0.3	-6	-2	2	96	0.1	-4.9
O=C(COC(=O)c1ncc(Cl)c(Cl)c1Cl)NC(=O)c1ccccc1	0.4	-4	10	-8	0.9	-24	-1	-6	98	5.4	1.9
COC(=O)[C@H](CC(C)C)NC(=O)N1CCC(C)CC1	0.1	19	-13	-3	-1.8	-22	-1	10	108	1.2	-0.5
CN(C)CCNC(=O)C1(O)c2cc(Br)ccc2NC(=O)N1c1ccc(Cl)cc1 (stereo unspecified)	-0.5	4	9	-2	-0.1	-9	-2	0	97	3.3	-1.5
O=C(Nc1cccnc1Cl)c1ccc(S(=O)(=O)N2CCCCCC2)cc1	1.1	-7	21	-11	-1.7	4	3	9	94	4.2	0.3
CCOc1ncccc1C(=O)OCC(=O)c1ccccc1	-3.2	nt	-37	-10	1.3	246	-5	-7	128	0.9	4.3
O=C1C(=O)c2ccccc2C(O)=C1c1cccc([N+](=O)[O-])c1	-2.9	-13	nt	nt	nt	373	nt	nt	91	1.5	-4.3
Cc1c(CCC(=O)NCCCCCC(=O)O)c(=O)oc2cc3occ(-c4ccccc4)c3cc12	nt	-25	3	-8	1.4	-18	-1	-7	100	1.4	nt
O=C(Nc1ccc(Oc2ccc3c(c2)C(=O)N(c2ccc(O)cc2)C3=O)cc1)c1cccs1	-3.4	1	-4	14	-1.3	-14	4	7	118	3.7	-2.5
CC(C)[C@H](NC(=O)c1ccccc1Cl)C(=O)OCC(=O)NC(=O)NCc1ccco1	0.1	nt	9	-11	314*	3	-4	i	100	4.2	2.2

Three structures from above, arranged by number of heavy atoms, falling.
SMILES	E coli growth	PfHsp90 yeast 2	HTR5A inv ctr	PKA-R1A act	MOR-DOR ag	SUMO Mot1 rescue	HTR5A ag	MOR-DOR inv ag	Pemphigus Ab inh	phage Ecoli inh	AddAB inh
Cc1ccc(NC(=O)c2cc(NC(=O)c3ccco3)ccc2N2CCOCC2)cc1Cl	-2.2	-45	11	2	0.4	-6	1	-2	107	0.3	2.8
CC(C)[C@H](NC(=O)c1ccccc1Cl)C(=O)OCC(=O)NC(=O)NCc1ccco1	0.1	nt	9	-11	314*	3	-4	i	100	4.2	2.2
COc1cccc(C2(O)C(=O)Nc3ccccc32)c1 (stereo unspecified)	0.3	11	-3	-3	-1.6	-4	1	7	102	-1.1	2.4

The list continues.
SMILES	E coli growth	PfHsp90 yeast 2	HTR5A inv ctr	PKA-R1A act	MOR-DOR ag	SUMO Mot1 rescue	HTR5A ag	MOR-DOR inv ag	Pemphigus Ab inh	phage Ecoli inh	AddAB inh
C/C=C/C(=O)Nc1cccc(C2=NOC3(C2)C[C@@H](C(N)=O)N(C(=O)c2cc([N+](=O)[O-])cc([N+](=O)[O-])c2C)C3)c1 (stereo partly specified)	0.2	2	7	-4	-0.2	27	-4	1	101	-2.9	1.6
O=S(=O)(c1cccc(COc2c(Cl)cccc2Cl)c1)N1CCOCC1	-0.5	nt	8	4	1.4	23	-3	-9	97	0.3	1.4
Nc1nc(SCc2ccc(Cl)cc2Cl)n[nH]1	1.2	-3	-6	-9	-1.8	2	-2	8	113	4.0	2.9
COC(=O)c1sc(NC(=O)C(C)C)c(C(=O)OC)c1C	1.6	0	-27	-4	3.3	-23	8	-18	95	0.6	0.9
CC(=O)Nc1ccc(SCC(=O)N(C)CC(=O)Nc2ccccc2Cl)cc1	-0.7	-2	-5	3	-1.7	-18	1	9	121	0.5	-3.1
CN(c1ccccc1)S(=O)(=O)c1cccc(C(=O)NC2CCCC2)c1	0.4	nt	-3	5	-2.3	3	1	12	93	3.7	-0.9
OC[C@H]1O[C@@H](Oc2ccc(O)cc2)[C@H](O)[C@@H](O)[C@@H]1O	nt	26	-15	-6	0.1	nt	4	0	106	2.6	nt
CC(C)[C@H](NC(=O)c1ccc(C(C)(C)C)cc1)C(=O)N1CCN(Cc2ccc3c(c2)OCO3)CC1	-0.2	11	-8	-11	-0.5	9	2	3	124	3.4	-1.5
COc1ccc(S(=O)(=O)NC2(C(F)(F)F)N=C(c3ccccc3)NC2=O)cc1 (stereo unspecified)	2.0	17	13	2	-3.6	220	-5	18	98	3.7	1.3
O=C(c1ccco1)N1CCN(C(=O)c2cnn(-c3cccc(F)c3)c2C2CCNCC2)CC1	-0.4	0	-8	-18	-2.3	-12	-2	12	98	3.4	1.4
CCN(C(=O)Cn1c(=O)n(-c2cc(OC)c(OC)c(OC)c2)c(=O)c2ccccc21)c1cccc(C)c1	0.6	-30	-53	3	-4.0	66	6	21	100	2.6	-0.7
CCCCN(c1ccccc1)c1ncnc(N)c1[N+](=O)[O-]	1.3	nt	-6	6	-1.0	-10	2	5	100	2.1	-1.0
CN(C)CCN(C(=O)C1CCN(S(=O)(=O)c2cccs2)CC1)c1nc2ccc(F)cc2s1	0.5	-10	-18	0	-2.0	-3	6	13	99	2.7	1.1
Cc1ccc2nc(=O)c(NNc3ccccc3)cnc2c1	-2.8	-12	1	-2	0.2	100	-4	-1	89	1.9	1.3
CCN1CCN(C(C)C(=O)NC2CCCCC2)CC1 (stereo unspecified)	2.5	-28	-6	-10	-1.2	202	2	7	104	-2.9	-1.3
O=C(Oc1cccc(C(=O)N2CCOCC2)c1)c1ccc(Br)cc1	1.1	nt	10	0	-1.6	-10	-2	8	93	3.5	1.4
C=CCC(NC(=O)Cc1ccccc1)C(=O)NCCC (stereo unspecified)	-1.2	4	-4	-3	-2.9	-20	-1	16	99	2.2	-1.8
N#CCCN(C(=O)Cn1nc(C(=O)O)c2ccccc2c1=O)c1ccccc1	0.2	-27	-15	7	-0.3	413	5	2	91	3.7	3.0
Cc1c(NC(=S)NC(=O)c2cccc(Cl)c2)c(=O)n(-c2ccccc2)n1C	0.7	21	13	-17	-3.3	4	-4	16	121	-1.1	2.1
O=C(c1ccc(Cl)cc1[N+](=O)[O-])N1CCc2ccccc2C1	-4.2	19	5	-2	1.4	4	-2	-8	105	4.3	2.9
COc1cc(NC(=O)C2CC2C)c(C(=O)O)cc1OC (stereo unspecified)	-0.2	6	-36	3	-0.8	nt	10	4	93	1.6	-0.3

No enrichment for hits; 3.2% or so of the library scored in one or more.
